ATXN viability – viability counter-screen for ATXN expression inhibitors; S2 cells (HEK-293 line with an ATXN2-luciferase reporter) viability, CellTiter-Fluor protease fluorescence, 24 h; Potency, µM (highest dose often 56.7 µM), most hits filed as cytotoxic; 400,000 tested, 0.49% active; AID 651635; also: nearly all actives have a fitted effect of over 40% in size
EPAC2 antagonist – blocks human EPAC2 exchange factor. Q8WZA2. EPAC2 GEF exchange of Rap1B-BODIPY-GDP, fluorescence. Potency, µM (top dose mostly 114 µM), for the others: at the top dose activity, negative = inhibition, usual class: inhibitors. 360,000 tested, 0.18% active. AID 720708; also: % is scaled to controls: 0 for no effect and ±100 for the full control effect; nearly all actives have a fitted effect of over 45% in size; many of its hits are not listed in these tables
Target sequence (Q8WZA2 whole entry, looked up): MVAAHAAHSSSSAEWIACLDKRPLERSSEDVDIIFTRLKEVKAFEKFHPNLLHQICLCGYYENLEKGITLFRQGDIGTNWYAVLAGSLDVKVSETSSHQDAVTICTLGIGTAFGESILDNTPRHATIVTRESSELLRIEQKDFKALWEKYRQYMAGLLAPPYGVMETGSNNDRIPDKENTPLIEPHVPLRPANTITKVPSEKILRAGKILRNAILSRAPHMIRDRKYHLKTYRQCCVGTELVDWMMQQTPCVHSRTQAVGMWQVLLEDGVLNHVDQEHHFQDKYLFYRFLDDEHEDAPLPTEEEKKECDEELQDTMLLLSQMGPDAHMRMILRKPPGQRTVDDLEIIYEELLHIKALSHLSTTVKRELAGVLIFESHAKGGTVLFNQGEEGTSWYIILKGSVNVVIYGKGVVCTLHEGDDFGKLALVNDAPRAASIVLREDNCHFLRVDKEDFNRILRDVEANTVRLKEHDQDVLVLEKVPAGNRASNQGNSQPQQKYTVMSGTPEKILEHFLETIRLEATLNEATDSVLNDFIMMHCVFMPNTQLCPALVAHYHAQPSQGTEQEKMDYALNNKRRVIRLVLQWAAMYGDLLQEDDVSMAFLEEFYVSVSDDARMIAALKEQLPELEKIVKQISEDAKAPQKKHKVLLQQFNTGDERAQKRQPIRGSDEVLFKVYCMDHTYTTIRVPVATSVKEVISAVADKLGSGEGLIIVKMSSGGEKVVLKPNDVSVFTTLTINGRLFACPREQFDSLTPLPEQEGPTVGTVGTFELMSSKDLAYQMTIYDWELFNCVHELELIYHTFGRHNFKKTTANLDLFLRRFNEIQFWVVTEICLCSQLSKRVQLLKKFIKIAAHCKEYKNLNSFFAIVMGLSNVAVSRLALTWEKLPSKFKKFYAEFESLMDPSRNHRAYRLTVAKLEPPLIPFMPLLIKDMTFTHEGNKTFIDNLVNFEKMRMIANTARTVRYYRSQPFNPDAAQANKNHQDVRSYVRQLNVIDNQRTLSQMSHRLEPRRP
Nrf2 block – blocks Nrf2 signaling | A549 ARE-Fluc reporter, luciferase luminescence, 18-24 h | Potency, µM (titrated, usually from 46 µM), for inactives: top-dose activity change, negative = inhibition, hits mostly inhibitors | 360,000 tested, 2.1% active; also: % is scaled to controls: 0 for no effect and ±100 for the full control effect; nearly all actives have a fitted effect of over 60% in size
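In this cell-based qHTS, ARE-driven firefly luciferase in A549 cells reports Nrf2 activity; the luminescent signal after BugLite lysis is the measured value, with a prior CellTiter-Fluor read for cell health.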
MCF10A rereplic – induces DNA re-replication in MCF 10a normal breast cells | 350,000 tested, 2.9% active | MCF 10A DNA re-replication, Hoechst nuclear intensity, 48 h | Potency, µM (top dose mostly 46.1 µM), without a hit: at the highest dose activity, positive = re-replication, usual class: activators; also: % of control where 0% means no effect; nearly all actives have a fitted effect of over 50% in size
Nrf2 ARE act – Nrf2 pathway activation; AREc32 ARE-luciferase reporter (MCF7-derived line), luminescence, 24 h; Potency, µM (doses to about 46.1 µM), inactives show top-dose activation, most hits filed as activators; 410,000 tested, 0.31% active; also: % of control where 0% means no effect; nearly all actives have a fitted effect of over 65% in size
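Luminescent ARE reporter assay in AREc32_Fluc cells: overnight plating at 37 deg C, 24 hr compound incubation, Steady-Glo added, 30 min RT before reading.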
HepG2 viability – counter-screen for TGF-b inhibitors: cytotoxicity in HepG2 cells; 410,000 tested, 0.76% active; AID 588856; HepG2 CAGA-GFP viability, ATP luminescence, 18 h; Potency, µM (top dose mostly 46.1 µM), for the others: at the highest dose activity change, negative = cytotoxicity, hits mostly cytotoxic; also: some results filed as inactive show a strong effect at the top dose
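CellTiter-Glo luminescence gave cytotoxicity after 18 hours at 37 degrees C. The cells were HepG2 CAGA-GFP in 1% FBS DMEM, stimulated with 500 pg/mL TGF-beta after compound addition. %Activity was normalised to no-cell wells (complete cell-killing) and DMSO (no toxicity), and curves were fitted and classified.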
ATXN2 expr inh – ATXN2 expression inhibition | 360,000 tested, 0.72% active | Potency, µM (series often up to 57 µM), for the others: at the highest dose activity change, negative = inhibition, actives largely listed as inhibitors | HEK-293 ATXN2-luciferase reporter, luminescence, 24 h | AID 1745845; also: % is scaled to controls: 0 for no effect and ±100 for the full control effect; nearly all actives have a fitted effect of over 55% in size
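ATXN2-luciferase reporter cells (luciferase flanked by upstream and downstream ATXN2 gene portions) were treated 24 h at 37 °C with compounds at up to 57 uM. SteadyGlo luminescence gave expression; GF-AFC fluorescence gave viability.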
TGFb inhibitor – TGF-b pathway inhibition. 410,000 tested, 1.2% active. HepG2 CAGA-GFP TGF-b/SMAD3 reporter, GFP fluorescence, 18 h; TGF-beta stimulated, 500 pg/mL final. Potency, µM (titrated, usually from 46.1 µM), for the others: top-dose activity, negative = inhibition, hits mostly inhibitors; also: % is scaled to controls: 0 for no effect and ±100 for the full control effect; nearly all actives have a fitted effect of over 65% in size
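Cell-based qHTS in HEPG2 carrying a CAGA-GFP Smad reporter; compounds added before 500 pg/mL final TGF-beta, 18 h incubation at 37 degrees C, GFP fluorescence quantified per cell by imaging cytometry.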
A549 viability – kills or reduces viability of A549 cells in Nrf2 counter-screen; A549 ARE-Fluc cells, CellTiter-Fluor viability, 18-24 h; Potency, µM (top dose mostly 46 µM), for inactives: top-dose activity change, negative = cytotoxicity, most hits filed as inhibitors; 390,000 tested, 0.16% active; AID 504648; also: % is scaled to controls: 0 for no effect and ±100 for the full control effect
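Cytotoxicity counterscreen: CellTiter-Fluor fluorescence was measured in A549 ARE_Fluc cells after 18-24 h of compound exposure in a concentration series. The subsequent BugLite luminescent read reports ARE-luciferase activity.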
An asterisk follows results filed as active; i = inactive; ? = inconclusive; nt = not tested or not shown; [ ] = another dose, or the depositor's remark. Calls follow the shape of the dose curve; as a rule, active = well fitted curve in the direction sought with a large enough effect; inconclusive = small, poorly fitted or top-dose-only effect, or another doubt; inactive = no such curve, though single readings can be large; an effect the other way counts as inactive or inconclusive. Potency is read from the fitted curve at half-maximal effect. A portion of the library; rates above refer to the full screens.

Start of the data: the first four entries, to show the layout:
#1 CCN(C(=O)CSc1nc(-c2ccc(C(C)C)cc2)no1)c1ccccc1
#2 CCOC(=O)c1c(N)sc(C(=O)N2CCCC(C(N)=O)C2)c1C (configuration not stated)
#3 Fc1ccc(NC(=S)N2CCN(C/C=C/c3ccccc3)CC2)c(F)c1
#4 COCc1[nH]nc2c1C1(CCC3(CC1)OCCO3)C(C#N)=C(N)O2
assay / compound,1,2,3,4
ATXN viability,i,i,i,i
EPAC2 antagonist,nt,13%,-13%,0%
Nrf2 block,-17%,12%,21µM*,-1%
MCF10A rereplic,nt,-3%,26%,7%
Nrf2 ARE act,5.4%,0.2%,5.9%,2.2%
HepG2 viability,102%,-3%,5%,5%
ATXN2 expr inh,-19%,5%,nt,1%
TGFb inhibitor,100%[activator],10%,?,8%
A549 viability,-9%,-3%,-30%,0%

The list itself, repeating the preview:
#1 CCN(C(=O)CSc1nc(-c2ccc(C(C)C)cc2)no1)c1ccccc1
#2 CCOC(=O)c1c(N)sc(C(=O)N2CCCC(C(N)=O)C2)c1C (configuration not stated)
#3 Fc1ccc(NC(=S)N2CCN(C/C=C/c3ccccc3)CC2)c(F)c1
#4 COCc1[nH]nc2c1C1(CCC3(CC1)OCCO3)C(C#N)=C(N)O2
#5 COc1ccccc1NC(=O)CSc1nc2ccccc2c2nc(-c3ccccc3)nn12
#6 O=C(C1CCOCC1)N1CCCC(N2CCN(c3cccc(Cl)c3)CC2)C1 (configuration not stated)
#7 CCOc1ccc(NC(=O)CSc2ncc3c(n2)-c2cc(Cl)ccc2N(C)S3(=O)=O)cc1
#8 Cc1cccc(Nc2nc(N3CCN(C)CC3)nc(N)c2[N+](=O)[O-])c1
assay / compound,1,2,3,4,5,6,7,8
ATXN viability,i,i,i,i,?,i,i,?
EPAC2 antagonist,nt,13%,-13%,0%,nt,-9%,nt,-2%
Nrf2 block,-17%,12%,21µM*,-1%,nt,-17%,-30%,-4%
MCF10A rereplic,nt,-3%,26%,7%,nt,2%,nt,-58%[inhibitor]
Nrf2 ARE act,5.4%,0.2%,5.9%,2.2%,-0.9%,0.2%,4.0%,-0.7%
HepG2 viability,102%,-3%,5%,5%,6%,5%,-9%,34%
ATXN2 expr inh,-19%,5%,nt,1%,7%,6%,-2%,-11%
TGFb inhibitor,100%[activator],10%,?,8%,6%,-4%,-1%,2%
A549 viability,-9%,-3%,-30%,0%,-3%,1%,12%,-1%

#9 Cc1ccc(NC(=O)COC(=O)c2ccc3c(c2)OCCO3)cc1S(=O)(=O)N1CCOCC1
#10 CC(=O)Nc1cccc(-n2nnc(SCC(=O)Nc3ccc(F)c(Cl)c3)n2)c1
#11 CCCS(=O)(=O)NC(=O)C1(C)CCCN(C(=O)c2ccc(C(=O)OC)cc2)C1 (configuration not stated)
#12 CCN1CCC(O)(C(C(=O)OC)c2ccccc2)CC1 (configuration not stated)
#13 CCCCCCCCN1C(=O)[C@H](CC(=O)NCc2cccc(C(F)(F)F)c2)C[C@@]2(C(=O)OC)CCCCC=C12
#14 CCOc1cc(/C=C2\N=C(C)OC2=O)cc(Cl)c1OCC(=O)OC
#15 C#CCOCCOCCOCCNc1nc(N2CCN(C(=O)[C@H]([C@@H](C)O)n3cc(CCCCN)nn3)CC2)nc(N2CCN(C(=O)[C@H](Cc3ccc(O)cc3)n3cc(CCO)nn3)CC2)n1
#16 CCN(CC)S(=O)(=O)c1ccc(NC(=O)COC(=O)c2ccc(-n3nc(C)cc3C)cc2)cc1
assay / compound,9,10,11,12,13,14,15,16
ATXN viability,i,i,i,i,?,i,i,?
EPAC2 antagonist,8%,3%,10%,15%,-12%,1%,11%,-5%
Nrf2 block,1%,4%,nt,1%,nt,4%,2%,-5%
MCF10A rereplic,16%,-25%,nt,2%,nt,0%,11%,3%
Nrf2 ARE act,0.3%,3.1%,-1.4%,-0.6%,0.6%,0.3%,-0.1%,-0.4%
HepG2 viability,4%,14%,0%,3%,nt,-56%,5%,-7%
ATXN2 expr inh,-4%,-12%,3%,-2%,?,2%,-2%,2%
TGFb inhibitor,-6%,6%,24%,16%,nt,0%,13%,-2%
A549 viability,2%,1%,nt,-5%,nt,3%,-6%,3%

#17 COc1ccc(CC(=O)NCc2n[nH]c(=S)n2C)cc1
#18 Cc1cc(Br)ccc1SCC(=O)OCC(=O)N1CCN(C(=O)c2ccco2)CC1
#19 CCc1ccc(-c2[nH]c3c(c2-c2sc(C)c(C(=O)OC)c2O)c(=O)n(C)c(=O)n3C)cc1
#20 O=C(Nn1cnnc1)c1ccc(Br)s1
#21 O=C(O)c1ccc(C(=O)C(=O)c2ccccc2)cc1
#22 CSc1ncccc1C(=O)OCC(=O)Nc1ccc(Cl)cn1
#23 CCOC(=O)N1CCN(C(=O)C[C@@H]2C[C@@]3(C(=O)OCC)CCC=C3N(Cc3ccc4c(c3)OCO4)C2=O)CC1
#24 COc1cccc(CC(=O)Nc2cc(S(=O)(=O)N3CCCCC3)ccc2C)c1
assay / compound,17,18,19,20,21,22,23,24
ATXN viability,i,i,i,i,i,?,i,i
EPAC2 antagonist,-8%,-6%,nt,-2%,4%,5%,-6%,-9%
Nrf2 block,-6%,-16%,2%,13%,8%,9%,nt,-28%
MCF10A rereplic,0%,1%,nt,-2%,-2%,-1%,nt,-5%
Nrf2 ARE act,-0.8%,-0.1%,-1.4%,0.0%,0.4%,1.5%,-0.5%,4.8%
HepG2 viability,7%,-31%,6%,0%,5%,6%,nt,-22%
ATXN2 expr inh,-1%,-4%,10%,8%,9%,-12%,7%,2%
TGFb inhibitor,11%,-27%,29%,-20%,2%,1%,nt,-14%
A549 viability,-14%,1%,9%,4%,-5%,-6%,nt,-1%

#25 COc1ccc(OC)c(C(C)NC(=O)C(C)Cc2ccccc2)c1 (configuration not stated)
#26 Cc1ccnc(NC(=O)c2ccc(NS(=O)(=O)/C=C/c3ccccc3)cc2)c1
#27 CN(CC(=O)NCCN1CCCCCC1)S(=O)(=O)c1cccc2nsnc12
#28 COc1cccc(C(=O)Nc2ccc3nc(N4CCOCC4)cc(C)c3c2)c1
#29 CC1CCN(C2=NC(=O)/C(=C/c3ccccc3F)S2)CC1
#30 COCCCN1C(=O)C(=O)/C(=C(/O)c2ccc(OC)cc2C)C1c1cccnc1 (configuration not stated)
#31 Cc1ccc(C(=O)N/C(=C\c2ccc(-c3cccc([N+](=O)[O-])c3)o2)C(=O)NCCCN2CCOCC2)cc1
#32 O=C(NCc1cccnc1)C(=O)NCC(c1ccco1)N1CCOCC1 (configuration not stated)
assay / compound,25,26,27,28,29,30,31,32
ATXN viability,i,i,i,i,i,i,?,i
EPAC2 antagonist,-1%,-6%,-6%,-8%,7%,3%,1%,-1%
Nrf2 block,-16%,-5%,7%,?,?,-10%,4%,0%
MCF10A rereplic,2%,14%,-1%,15%,?,-2%,4%,9%
Nrf2 ARE act,-1.0%,4.2%,-0.3%,-0.3%,25%,0.2%,14%,-0.4%
HepG2 viability,-7%,-9%,-4%,-35%,-29%,-6%,-26%,-1%
ATXN2 expr inh,3%,28%,6%,?,27%,?,-15%,4%
TGFb inhibitor,0%,?,-1%,-29%,-14%,-4%,-15%,?
A549 viability,4%,-9%,7%,-8%,0%,-5%,10%,1%

#33 COCCOC(=O)C1=C(N)Oc2c(oc(CO)cc2=O)C1c1ccccc1F (configuration not stated)
#34 Cc1oc(/N=C/c2ccc(Cl)cc2)c(C#N)c1C
#35 O=C(CSc1ncc2c(n1)-c1ccc(Cl)cc1N(Cc1ccccc1)S2(=O)=O)Nc1ccc(F)c(F)c1
#36 CS(=O)(=O)N1CCc2cc(S(=O)(=O)Nc3ccc4oc5c(c4c3)CCCC5)ccc21
#37 S=C(NCc1cccnc1)Nc1ccc(Cl)cc1Cl
#38 COc1cccc(NC(=O)CN2CCN(c3ccccc3F)CC2)c1
#39 COc1ccccc1N1CCN(C(=O)c2ccc(NC3=NC4CS(=O)(=O)CC4S3)cc2)CC1 (configuration not stated)
#40 O=C(CSc1nnnn1C1CCCC1)Nc1ccc2c(c1)OCO2
assay / compound,33,34,35,36,37,38,39,40
ATXN viability,i,i,i,i,i,i,i,i
EPAC2 antagonist,2%,2%,nt,-12%,-13%,3%,11%,11%
Nrf2 block,-13%,?,?,?,?,nt,-15%,?
MCF10A rereplic,-4%,-5%,nt,?,-7%,0%,-12%,-4%
Nrf2 ARE act,-0.2%,-0.2%,0.3%,2.5%,2.2%,0.3%,0.3%,5.4%
HepG2 viability,-5%,-6%,7%,-30%,0%,-1%,1%,-19%
ATXN2 expr inh,3%,0%,7%,-22%,-1%,-29%,-19%,22%
TGFb inhibitor,-2%,11%,12%,?,-7%,18%,-9%,4%
A549 viability,-5%,?,6%,-4%,0%,-3%,7%,3%

#41 O=C(CNC(=O)c1ccccc1F)N/N=C/c1cn[nH]c1-c1ccccc1
#42 CC(C)N(Cc1cnn(C)c1)C(=O)c1ccc(OC2CCN(Cc3ccccn3)CC2)cc1
#43 COc1ccc(CNC(=O)CSc2ncc3c(n2)-c2ccc(Cl)cc2N(Cc2ccc(F)cc2)S3(=O)=O)cc1OC
#44 CCCSc1nc(SCC(=O)NCc2ccccc2)c2c3c(sc2n1)COC(C)(CC)C3 (configuration not stated)
#45 CCOc1cc(C(=O)OCc2cc(=O)n3c(C)csc3n2)ccc1OC
#46 COc1ccc(CC(=O)Nc2c3c(nn2-c2ccccc2C)CS(=O)C3)cc1 (configuration not stated)
#47 Cc1nc2c(N)nn(C)c2nc1C
#48 COc1ccccc1NS(=O)(=O)c1ccc2oc(SCc3ccc(F)cc3)nc2c1
assay / compound,41,42,43,44,45,46,47,48
ATXN viability,i,i,i,?,i,i,i,?
EPAC2 antagonist,14%,6%,nt,-6%,4%,-3%,-1%,-2%
Nrf2 block,1%,3%,?,?,7%,?,nt,23µM*
MCF10A rereplic,-1%,0%,nt,4%,5%,-4%,nt,?
Nrf2 ARE act,-0.2%,0.2%,2.5%,-0.6%,-0.5%,-0.8%,0.9%,3.2%
HepG2 viability,0%,3%,-22%,-21%,2%,3%,-4%,-13%
ATXN2 expr inh,nt,-13%,-13%,-17%,-13%,-1%,nt,-8%
TGFb inhibitor,-1%,1%,-10%,-5%,-4%,1%,-3%,0%
A549 viability,2%,-10%,16%,0%,-1%,?,nt,-17%
